Diaph act CS = counter-screen for diaphorase-based assays: diaphorase activators and chemical reducers; Diaphorase/resazurin coupled assay, resorufin fluorescence, 16 min; active compounds read high; 1 = vehicle wells, 0 = NADH-free wells; activation factor at 20 µM; 190,000 compounds, 0.005% hits;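 active = diaphorase activity raised at least twofold by the compound at 20 µM; inactive = activation factor below 2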
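Material: Clostridium kluyveri diaphorase, purified enzyme; Quantity: enzyme 0.07 U/mL final; Medium: HEPES pH 7.4 buffer with MgCl2 and Tween 20; Dosing: single compound dose of 20 µM, 1% DMSO final; Schedule: 16 min reaction at room temperature; Measured by: red resorufin fluorescence at 544/590 nm excitation/emission.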
Diaph inh CS = inhibits diaphorase or chemically oxidizes, flagging diaphorase assay artifacts | diaphorase resazurin-to-resorufin fluorescence, NADH, 16 min; bacterial (C. kluyveri) enzyme, not human | 190,000 compounds, 0.69% hits | inhibition, % at 20 µM;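 active = primary screen inhibition at 20 µM above a set limit, cut at about 50% in these data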;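 also: plate controls were DMSO with full reaction for no effect and wells lacking NADH for full effect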
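Assay system: diaphorase enzyme from Clostridium kluyveri; Input: enzyme working solution with 0.14 U/mL diaphorase; Timing: 16 min at room temperature; Technique: resorufin fluorescence, excitation 544 nm, emission 590 nm; Benchmarks: positive control minus NADH, DMSO neutral control.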
TLR4-MyD88 BLA = TLR4-MyD88 interaction inhibition in cells; inhibition, % at 8.4 µM; 200,000 compounds, 0.18% hits; O00206+Q99836; HeLa CL3-4 TLR4/MyD88 BLA complementation, FRET ratio; in the data active = inhibition above about 25%;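 also: 0% = vehicle and 100% = reference inhibitor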
Target sequence (O00206 whole entry, looked up): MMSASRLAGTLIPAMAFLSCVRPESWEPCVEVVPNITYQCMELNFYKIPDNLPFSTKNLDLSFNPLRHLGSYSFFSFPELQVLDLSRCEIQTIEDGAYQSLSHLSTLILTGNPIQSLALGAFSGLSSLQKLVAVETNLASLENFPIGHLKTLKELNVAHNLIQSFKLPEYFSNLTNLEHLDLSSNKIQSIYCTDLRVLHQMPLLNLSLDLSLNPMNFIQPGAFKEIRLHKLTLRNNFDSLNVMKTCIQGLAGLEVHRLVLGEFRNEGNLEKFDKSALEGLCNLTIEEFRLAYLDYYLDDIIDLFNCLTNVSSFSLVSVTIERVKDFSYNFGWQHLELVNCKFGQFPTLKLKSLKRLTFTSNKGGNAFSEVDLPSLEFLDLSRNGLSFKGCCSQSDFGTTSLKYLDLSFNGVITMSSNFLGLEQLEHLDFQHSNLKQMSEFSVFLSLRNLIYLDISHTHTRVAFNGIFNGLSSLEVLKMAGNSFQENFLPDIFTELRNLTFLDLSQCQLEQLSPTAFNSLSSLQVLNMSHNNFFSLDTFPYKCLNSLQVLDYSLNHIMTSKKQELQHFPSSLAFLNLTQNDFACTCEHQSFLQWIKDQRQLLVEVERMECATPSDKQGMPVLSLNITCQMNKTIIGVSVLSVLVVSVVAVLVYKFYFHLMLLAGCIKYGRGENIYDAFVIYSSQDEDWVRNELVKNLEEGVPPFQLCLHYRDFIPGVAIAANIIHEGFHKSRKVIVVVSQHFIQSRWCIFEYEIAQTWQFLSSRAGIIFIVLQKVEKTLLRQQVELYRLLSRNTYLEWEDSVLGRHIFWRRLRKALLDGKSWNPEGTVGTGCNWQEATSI
Target sequence (Q99836 whole entry, looked up): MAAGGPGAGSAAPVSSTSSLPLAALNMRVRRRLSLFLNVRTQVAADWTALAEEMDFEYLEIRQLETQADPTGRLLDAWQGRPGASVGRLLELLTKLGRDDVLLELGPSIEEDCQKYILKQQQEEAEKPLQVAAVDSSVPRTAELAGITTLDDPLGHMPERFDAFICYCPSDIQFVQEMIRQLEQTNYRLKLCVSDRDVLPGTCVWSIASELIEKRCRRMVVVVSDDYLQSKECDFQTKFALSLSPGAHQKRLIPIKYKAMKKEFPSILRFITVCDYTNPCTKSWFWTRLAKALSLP
Hsp70 act = transcriptional activators of Hsp70; 200,000 compounds, 0.04% hits; AID 1203; HeLa Hsp70 promoter luciferase reporter, luminescence; scaled: vehicle 0, proteasome-inhibitor control 100%; activation, % at 10 µM;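 active = activation above the mean across all tested compounds plus 3 SD, cutoff set per campaign, cut at about 5.5% in these data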;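 also: 100% = MG132 at 30 µM as the positive control and 0% = DMSO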
S1P3 antagonist = blocks the human S1P3 receptor; 170,000 compounds, 0.27% hits; inhibition, % at 4.98 µM; CHO S1P3 NFAT-BLA reporter, FRET fluorescence, antagonist mode;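 active = inhibition above the plate cutoff, the mean inhibition of test wells on that plate plus 3 SD, cut at about 28% in these data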;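 also: cells challenged with S1P at its EC80 of 0.8 µM; blue over green emission ratio from cleaved BLA substrate after 4 h stimulation; 0% = S1P-stimulated wells and 100% = unstimulated DMSO-only wells; some compounds past the cut are filed as inactive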
L major viab = inhibitors of Leishmania major promastigote growth; Leishmania major promastigotes, resazurin fluorescence viability; 200,000 compounds, 9% hits; AID 1063; inhibition, % at 10 µM;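 also: promastigotes grown with compound for 44 hours at 28 °C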
Redox H2O2 prof = compounds producing H2O2 with reducing agent – biochemical, NIH compound library profiling, artefact control for MLSCN library redox annotation, primary screen | AID 878 | DTT-dependent redox cycling H2O2, phenol red/HRP absorbance; 100% = 100 µM peroxide control, 0% = buffer | 200,000 compounds, 0.03% hits | activation, % at 10 µM;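 active = activation of at least 50% relative to the plate's high and low controls in the primary single-dose screen; inactive = activation below 50%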;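 also: compound incubated with DTT at 0.8 mM final as the reducing agent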
RAM inhibit = inhibitors of the yeast RAM network; S. cerevisiae dse1pr::URA3 reporter, 5-FOA growth OD615, 2 d; analog-sensitive cbk1-as2 kinase mutant strain; AID 868; 190,000 compounds, 1.8% hits; inhibition, % at 50 µM;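 active = inhibition above a set limit, 3 SD over mean compound inhibition, cut at about 8.4% in these data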;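 also: 0% = DMSO-only wells with no growth and 100% = 10 µM 1-NA-PP1 full growth; inhibition rescues growth on 5-FOA so higher OD means more RAM inhibition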
PMI act satM6P = increases human PMI activity with near-saturating mannose 6-phosphate; coupled PMI enzyme assay, resazurin fluorescence, 20 min; active compounds read high; 1 = untreated enzyme, 0 = substrate-free blank; AID 1216; activation factor at 20 µM; 190,000 compounds, 0.34% hits;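 active = activation factor of 2 or more at 20 µM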
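Test system – human PMI in coupled enzyme assay · Timing – 20 min incubation at room temperature · Detection – Diaphorase-driven resazurin-to-resorufin fluorescence, excitation 544, emission 590 nm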
G6PDH CS = counter-screen for G6PDH assay hits: L. mesenteroides G6PDH inhibition | Purified L. mesenteroides G6PDH, diaphorase/resazurin coupled fluorescence, 45 min | inhibition, % at 5 µM | 200,000 compounds, 0.12% hits | AID 1020
PMI act = phosphomannose isomerase (human) activation; P34949; purified human PMI, coupled resazurin fluorescence, 20 min; active compounds read high; 1 = vehicle control, 0 substrate-free wells; activation factor at 20 µM; 190,000 compounds, 0.005% hits;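 active = activation factor of 2 or more at 20 µM, relative to plate controls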
* hit, by the source's call; nt = not tested or not shown. Rule as the data show it, unless noted: active = inhibition above about 50%; inactive = the rest.

SMILES | Diaph act CS | Diaph inh CS | TLR4-MyD88 BLA | Hsp70 act | S1P3 antagonist | L major viab | Redox H2O2 prof | RAM inhibit | PMI act satM6P | G6PDH CS | PMI act
CCOP(=O)(OCC)c1nc(-c2ccc(Cl)cc2)oc1NCc1ccccc1 | 0.8 | 21.6 | 13.6 | -0.4 | -0.9 | 30.2 | -0.5 | 4.2 | 1 | 2.2 | 0.9
O=C1C2C3C=CC([C@@H]2C(=O)N1C1CCCCC1)[C@H]1C(=O)N(C2CCCCC2)C(=O)C31 (stereo partly drawn) | 0.8 | 17.5 | 5.7 | -0.2 | nt | 10.5 | 2.7 | 1.2 | 1 | -0.3 | 1
CC(C)(C)[C@@H]1C=C(C(=O)Nc2ccccc2)O[C@H](OCc2ccc(CO)cc2)C1 | 0.8 | 16.5 | -17.9 | -0.1 | 3.5 | 98.5* | 0.4 | 8.5* | 1 | 9.6 | 0.9
c1ccc(N2CCCCC2)c(NC2=NCCC2)c1 | 0.8 | 19.3 | -0.7 | -0.3 | 0.8 | 4.7 | -0.3 | 0.5 | 0.9 | 15.7 | 0.9
NS(=O)(=O)c1ccc(CNC(=O)NC23CC4CC(CC(C4)C2)C3)cc1 | 0.9 | 11.3 | 1.0 | 0.0 | 22.2 | 1.6 | 0.1 | 1.6 | 1 | -19.7 | 0.9
COCc1nnc(NC(=O)c2ccc(S(=O)(=O)N3CCCc4ccccc43)cc2)o1 | 0.9 | 5.4 | -3.6 | 0.1 | -9.1 | 1.5 | -1.1 | 2.9 | 1.3 | 4.1 | 1.3
Cc1ccc(NC(=O)COC(=O)CCc2nc3ccccc3c(=O)[nH]2)c(Br)c1 | 0.9 | 12.9 | -18.4 | -0.1 | -6.3 | 0.4 | -0.1 | 1.0 | 1 | 10.2 | 1
Cn1c(C(=O)N2CCCC(C(=O)N3CCN(C(=O)c4ccco4)CC3)C2)cc2sccc21 (stereo not drawn) | 0.8 | 19.4 | 11.7 | -0.2 | -30.3 | -3.0 | -1.1 | 2.2 | 0.9 | 1.4 | 0.9
Cn1c(COc2ccc3ccccc3c2)nnc1SCC(N)=O | 0.9 | 14.3 | -0.6 | 1.1 | 0.2 | -4.8 | -0.3 | 1.8 | 1 | 9.1 | 1
Cc1ccc(NC(=O)C2(N(C(=O)Cn3nnnc3N)c3ccc(C)cc3)CCCCC2)cc1 | 0.8 | 18.5 | -9.6 | -0.4 | -16.0 | -8.0 | -0.6 | 2.5 | 0.9 | -3.4 | 0.8
CC(C)c1ccc(/C=N/NC(=O)C(=O)NCCCN2CCOCC2)cc1 | 0.8 | 15.2 | -0.7 | -0.4 | -4.9 | 2.5 | 0.0 | 0.2 | 0.9 | 10.1 | 0.8
CCN(CC)c1ccc(/C=N/NC(=O)CCC(=O)NCc2ccccc2)c(O)c1 | 0.8 | 21.0 | 5.8 | -0.4 | 10.2 | 97.6* | 0.2 | 2.2 | 1 | -3.0 | 1
CCCn1c(=O)[nH]c(=O)c2c(C(=O)OCC)cc(-c3cccs3)nc21 | 1 | 0.0 | -8.3 | -0.2 | -2.0 | 6.3 | 4.9 | 1.5 | 1.2 | 0.7 | 1.3
Cc1ccc(C(=O)O/N=C(\N)c2cccnc2)cc1[N+](=O)[O-] | 0.9 | 7.8 | -5.6 | -0.3 | -11.9 | -2.3 | -0.5 | 1.5 | 1 | 5.7 | 1
c1ccc(C2CC(c3cccs3)Nc3nnnn32)cc1 (stereo not drawn) | 1.1 | -6.3 | 6.6 | -0.3 | 0.4 | -7.1 | 0.5 | 0.5 | 1 | 7.9 | 1
Clc1ccc(CNc2nnnn2-c2ccccc2)c(Cl)c1 | 0.9 | 7.1 | -6.8 | -0.3 | nt | 11.1 | 0.5 | 4.2 | 1.1 | 24.4 | 1.1
Cn1cnnc1Sc1nc([N+](=O)[O-])nn1C | 0.9 | 9.6 | 10.8 | -0.4 | -11.4 | -1.6 | -1.4 | 0.6 | 0.9 | 5.9 | 1
O=C(Nc1ccc(Br)cc1)Nc1ccccc1F | 0.7 | 27.7 | -8.1 | 0.1 | 11.1 | 3.3 | -2.1 | 6.1 | 0.8 | 8.6 | 0.9
COc1cccc2c(=O)ccoc12 | 1 | -0.8 | -3.3 | 0.0 | nt | -1.4 | 0.1 | 1.0 | 1.2 | 25.3 | 1.1
COC(=O)Cc1[nH]n(-c2ccccc2)c(=O)c1C(C)=Nc1ccccc1 | 1 | 4.4 | 10.2 | -0.2 | -10.2 | 28.6 | -1.3 | 3.8 | 1.1 | 4.7 | 1.2
O=C(c1cccs1)N1CCN(Cc2cccc([N+](=O)[O-])c2)CC1 | 0.9 | 14.9 | -5.5 | -0.1 | -8.9 | 12.6 | -0.2 | 0.1 | 1 | -4.0 | 0.9
Cc1cnc(NC(=O)CC2CCCC2)s1 | 1.2 | -19.4 | 6.5 | 0.3 | 3.7 | -2.5 | -2.2 | -0.6 | 1.1 | -5.1 | 1.1
CC1CCN(C(=S)c2cn(Cc3ccc(F)cc3)c3ccccc23)CC1 | 0.9 | 12.2 | -2.1 | -0.1 | nt | 3.3 | 2.8 | 3.5 | 0.9 | 1.9 | 0.9
CN1CCc2c1nc1ccccc1c2N=C1CCCN1Cc1ccccc1 | 0.5 | 45.4 | -6.3 | -0.3 | 0.4 | 25.9 | -0.4 | 0.0 | 1.4 | -2.2 | 1.3
CC(=O)N1N=C(c2ccc(C)o2)CC1c1cccc(F)c1 (stereo not drawn) | 0.9 | 14.5 | 14.6 | -0.2 | -6.7 | -1.5 | -0.3 | 1.7 | 0.9 | 12.4 | 0.9

The results go on:
SMILES | Diaph act CS | Diaph inh CS | TLR4-MyD88 BLA | Hsp70 act | S1P3 antagonist | L major viab | Redox H2O2 prof | RAM inhibit | PMI act satM6P | G6PDH CS | PMI act
NC(=O)NC(=O)CSc1ccccc1 | 0.9 | 6.5 | 1.5 | -0.2 | -6.1 | -0.4 | -2.2 | -0.4 | 0.9 | 4.0 | 1.1
CN(C)N1C(N)=C(C#N)C(c2ccsc2)C2=C1CC(C)(C)CC2=O (stereo not drawn) | 0.8 | 16.7 | 7.8 | -0.2 | -2.1 | 1.3 | 0.1 | -0.7 | 0.8 | 13.9 | 0.9
COc1ccc(NC(=O)c2csc(Cc3ccccc3)n2)cc1 | 0.7 | 26.7 | -8.5 | -0.4 | nt | -4.1 | 0.5 | 4.3 | 0.8 | 2.0 | 0.8
COc1ccc(NC(=O)COC(=O)c2ncc(Cl)c(Cl)c2Cl)c(OC)c1 | 0.9 | 5.7 | -20.0 | -0.1 | -3.3 | -2.6 | -0.5 | 6.2 | 1 | 8.5 | 0.9
CCOC(=O)C1(CCOC)CCN(C2C3CC4CC(C3)CC2C4)CC1 (stereo not drawn) | 1 | -4.0 | -4.5 | 0.0 | -1.4 | -3.1 | 8.1 | 4.0 | 1 | 5.6 | 1
CCOc1ccccc1Oc1coc2cc(OC)ccc2c1=O | 1 | 1.6 | -19.3 | -0.3 | nt | -6.2 | 1.3 | 2.9 | 1.1 | 13.7 | 1
CCOC(=O)N1CCN(c2cc(=O)n(-c3ccc(OC)cc3)c(=O)[nH]2)CC1 | 0.8 | 15.8 | 13.4 | -0.2 | -6.8 | -5.8 | -0.8 | -0.1 | 0.9 | -0.8 | 0.9
CCCC(=O)Nc1ccc(Cl)c(NC(=O)C(C)(C)C)c1 | 0.8 | 22.9 | -4.2 | -0.1 | 9.1 | -0.3 | 2.8 | 0.6 | 0.9 | -0.7 | 0.8
COc1ccccc1Nc1nc(N)nc(CSc2ncccn2)n1 | 0.8 | 16.9 | -1.4 | -0.1 | -12.0 | 3.9 | 3.2 | 0.0 | 0.9 | -10.9 | 0.9
Cc1ccc(N/N=C(\C#N)C(N)=S)cc1C | 1 | -0.9 | 2.2 | -0.4 | -0.7 | 50.4* | -1.5 | 1.4 | 2.1* | 0.2 | 1.3
Cc1cccc(OCCC(=O)NCC(=O)Nc2cccc(C)c2C)c1 | 1 | 3.7 | -7.9 | 0.6 | -11.6 | 60.9* | 0.5 | 0.4 | 1 | 2.0 | 1
CCOc1ccc(N2C(=O)CC(SC(=NC)Nc3ccc4c(c3)OCO4)C2=O)cc1 (stereo not drawn) | 0.7 | 25.5 | 0.1 | -0.2 | nt | -4.7 | -0.1 | 0.6 | 0.9 | 4.3 | 0.8
Cc1nc2ccsc2c(=O)n1-c1ccc(Cl)cc1 | 0.9 | 12.1 | 6.8 | -0.4 | -9.4 | -2.9 | -0.6 | 0.7 | 0.9 | 0.0 | 1
Cc1ccnc(NC(=O)c2cc(-n3cnnc3)ccc2Cl)c1 | 1 | 2.5 | 4.3 | -0.3 | nt | 4.1 | 2.9 | 1.7 | 1.1 | 0.9 | 1
C=CCn1c(-c2ccc3[nH]c(C)c(C)c3c2)n[nH]c1=S | 0.8 | 18.9 | 2.0 | -0.3 | nt | -0.7 | 1.0 | 6.3 | 0.9 | 0.7 | 0.8

Of the compounds above, 3 have a nitro group on carbon.
SMILES | Diaph act CS | Diaph inh CS | TLR4-MyD88 BLA | Hsp70 act | S1P3 antagonist | L major viab | Redox H2O2 prof | RAM inhibit | PMI act satM6P | G6PDH CS | PMI act
Cc1ccc(C(=O)O/N=C(\N)c2cccnc2)cc1[N+](=O)[O-] | 0.9 | 7.8 | -5.6 | -0.3 | -11.9 | -2.3 | -0.5 | 1.5 | 1 | 5.7 | 1
Cn1cnnc1Sc1nc([N+](=O)[O-])nn1C | 0.9 | 9.6 | 10.8 | -0.4 | -11.4 | -1.6 | -1.4 | 0.6 | 0.9 | 5.9 | 1
O=C(c1cccs1)N1CCN(Cc2cccc([N+](=O)[O-])c2)CC1 | 0.9 | 14.9 | -5.5 | -0.1 | -8.9 | 12.6 | -0.2 | 0.1 | 1 | -4.0 | 0.9

With a hit mark in RAM inhibit (from the list above):
smiles	Diaph inh CS	TLR4-MyD88 BLA	Hsp70 act	S1P3 antagonist	Redox H2O2 prof	RAM inhibit	PMI act satM6P	PMI act
CC(C)(C)[C@@H]1C=C(C(=O)Nc2ccccc2)O[C@H](OCc2ccc(CO)cc2)C1	16.5	-17.9	-0.1	3.5	0.4	8.5*	1	0.9

Source: PubChem BioAssay (several laboratories)
